# Screening results as filed in PubChem.
# N370S GC: inhibits or activates N370S mutant glucocerebrosidase | P04062 | AID 2101 | 330,000 compounds, 0.092% hits | Potency, µM (titrated, usually from 59.4 µM), inactives show at the highest dose activity change, negative = inhibition, hits mostly inhibitors | N370S GC spleen homogenate, 4MU-glucoside fluorescence;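 note: 0% = full enzyme activity and -100% = no enzyme basal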
# DT40 TDP1 CPT: DT40-hTDP1 cell growth loss with CPT; AID 686979; chicken DT40 Tdp1-/-;hTDP1 cells + 20 nM CPT, ATP luminescence, 48 h; Potency, µM (top dose mostly 46.2 µM), for inactives: at the highest dose activity change, negative = growth inhibition, actives largely listed as inhibitors; 420,000 compounds, 12% hits; note: nearly all actives have a fitted effect of over 55% in size
#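 Cell growth measured by CellTiter-Glo luminescence after a minimum 48 h, 37 C compound exposure with 20 nM CPT in Tdp1-knockout DT40 cells stably expressing hTDP1, seeded 400/well; qHTS titration format.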
# FEN1 inh: human FEN1 inhibition. P39748. Recombinant FEN1 flap cleavage, fluorescence, 15 min. Potency, µM (top dose mostly 114 µM), without a hit: at the highest dose activity change, negative = inhibition, most hits filed as inhibitors. 390,000 compounds, 0.35% hits; note: nearly all actives have a fitted effect of over 65% in size
# Target sequence (P39748 whole entry, looked up): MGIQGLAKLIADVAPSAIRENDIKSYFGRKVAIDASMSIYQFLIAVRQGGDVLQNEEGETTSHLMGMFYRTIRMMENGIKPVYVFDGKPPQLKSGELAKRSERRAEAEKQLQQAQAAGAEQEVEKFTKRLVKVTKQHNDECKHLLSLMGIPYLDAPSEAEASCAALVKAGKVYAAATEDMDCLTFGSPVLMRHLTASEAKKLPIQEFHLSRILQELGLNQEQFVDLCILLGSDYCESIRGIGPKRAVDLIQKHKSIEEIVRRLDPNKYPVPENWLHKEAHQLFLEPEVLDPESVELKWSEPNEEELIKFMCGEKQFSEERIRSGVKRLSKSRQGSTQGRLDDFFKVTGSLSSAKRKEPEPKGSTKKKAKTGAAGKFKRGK
#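 Enzyme 10 nM, 15 min RT preincubation with compound; start with substrate 50 nM final; reads at 0 and 15 min; qHTS titration, four-parameter Hill fit.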
# * hit, by the source's call; ? = inconclusive; . = not tested or not shown; & = joins results of further samples; [ ] = dose if it differs, or a comment. Calls come from the whole dose curve; as a rule, active = well fitted curve in the direction sought with a large enough effect; inconclusive = small, poorly fitted or top-dose-only effect, or another doubt; inactive = no such curve, though single readings can be large; an effect the other way counts as inactive or inconclusive. Unless noted, % is set by controls: 0 for no effect and ±100 for the full control effect; potency is the fitted concentration of half-maximal effect.
SMILES,N370S GC,DT40 TDP1 CPT,FEN1 inh
COc1ccc(CCN2CC(C(=O)NCc3cc(C(C)C)no3)CCC2=O)cc1 (stereo unspecified),2%,-16%,-2%
CCO[C@H]1OC(C(=O)N2CCN(C)CC2)=C[C@@H](c2ccc3c(c2)OCO3)[C@@H]1CCCO,-15%,-14%,10%
CCN(CC)S(=O)(=O)c1cccc(-c2nnc(SCCOc3ccccc3)o2)c1,-13%,16µM*,4%
COc1cc2nc(Cl)nc(N3CCCCC3)c2cc1OC,8%,-15%,4%
O=C1OCC(c2ccccc2)=C1c1ccc(S(=O)(=O)N2CCOCC2)s1,-1%,-7%,1%
COc1ccc(C(=O)N[C@H]2CCCCNC2=O)cc1OC1CCN(C(C)C)CC1,0%,-12%,-16%
Cc1ccccc1OCC(=O)N/N=C1\CC(=O)CC(C)(C)C1,5%,-14%,-14%
Cc1ccc(S(=O)(=O)Nc2ccncc2)c(C)c1N(C)S(=O)(=O)c1ccc(F)cc1,-2%,-1%,8%
N#Cc1nc(-c2ccco2)oc1NCCCN1CCOCC1,4%,11%,-14%
Nc1nonc1-c1nc2ccccc2n1Cc1ccc(Br)cc1,.,-20%,-1%
O=C(NCCOc1ccccc1)C1CCC(=O)N(CCc2ccccn2)C1 (stereo unspecified),-3%,-13%,-3%
CCOc1cc(-c2noc(CCC(=O)NCCc3ccccc3)n2)ccc1OC,-3%,1%,-3%
CCc1ccc(NC(=O)c2cnc(SC)nc2C)cc1,-1%,?,3%
COCCNC(=O)c1cnc2sc(N3CCCCC3)nn2c1=O,.,1%,0%
CN1C(=O)c2cccc(NC(=O)CCc3ccccc3)c2C1=O,6%,4%,4%
Fc1ccc(CNCc2ccco2)cc1,3%,-23%,20%
COc1ccc(Nc2oc(-c3ccccc3)nc2C#N)cc1,5%,-13%,14%
CCOC(=O)c1c(NC(=O)COc2ccc(C(C)(C)C)cc2)sc2c1CCCC2,.,?,-18%
CCOc1cc(/C=C2\SC(=O)N(CC(=O)Nc3ccccc3F)C2=O)cc([N+](=O)[O-])c1O,-3%,8.2µM*,50µM*
COc1ccc(CNC(=O)c2nnn(Cc3ccc(OC)cc3)c2N)cc1,12%,-9%,-3%
CCCCN(CC)C(=O)c1cc2c(=O)n3cccc(C)c3nc2s1,?,?,-5%&-7%
O=c1nc2s/c(=C\c3ccco3)c(=O)n2nc1Cc1ccccc1,-11%,-27%,?
Cc1c(CCC(=O)N[C@@H](CC(C)C)C(=O)O)c(=O)oc2cc3oc4c(c3cc12)CCCC4,-7%,-3%,3%
CCOC(=O)Nc1ccc(C(=O)NCC2CCCO2)cc1 (stereo unspecified),3%,-1%,-2%
O=C(NCCC(c1ccccc1)c1ccccc1)c1ccc(Br)o1,?,?,-12%
# Additional results follow.
SMILES,N370S GC,DT40 TDP1 CPT,FEN1 inh
C=C(C)CCC1(C)NC(=O)N(c2ccccc2)N1 (stereo unspecified),3%,-2%,5%
COc1ccc(Nc2nc(=O)[nH]nc2C)cc1,.,-17%,-8%
COc1ccc(-n2ccn(Cc3ccccc3Cl)c(=O)c2=O)cc1OC,.,8%,6%
COc1ccc(-c2cc(C(=O)NCCN3CCOCC3)c3ccccc3n2)cc1,-4%,-24%,1%
CCc1ccc(C2=CSC3=NCCN23)cc1,0%,-3%,19%
O=C(CCC1CCCN(C(=O)c2ccsc2)C1)N1CCN(c2ccccn2)CC1 (stereo unspecified),-3%,?,12%
CNCC(O)COc1cccc(OC)c1 (stereo unspecified),-14%,?,10%
Cc1ccc(NC(=S)N2CCOCC2)c(C)c1,1%,-4%,1%
Cc1ccnc2nc(C(=O)Nc3nnc(-c4ccccc4)o3)nn12,-7%,-3%,-3%
C/C(=N\Nc1nc(C)cc(-c2ccccc2)n1)c1cccc(N)c1,-6%,?,1%
CSc1ccccc1NS(=O)(=O)c1ccccc1,-18%,-3%,-1%
CN(Cc1ccccc1)C(=O)CN(C1CCCCC1)S(C)(=O)=O,1%,-2%,-11%
CN(C)c1ccc(CNC(=O)C2CCN(S(=O)(=O)c3cn(C)cn3)CC2)cc1,.,1%,-2%
Cc1cc(Cl)ccc1OCC(=O)Nc1nc(-c2cccs2)cs1,3%,-25%,6%
Cc1nc2sc(C(c3cccs3)N3CCOCC3)c(O)n2n1 (stereo unspecified),-2%,17%,3%
CCC(=O)N1CCCc2cc(S(=O)(=O)N3CCC(C(=O)Nc4ccc(C#N)cc4)CC3)ccc21,.,18µM*,-9%
CCCCS(=O)CC(COC)OC(=O)c1ccccc1 (stereo unspecified),0%,6%,40%
COc1ccc(C)cc1NC(=O)c1nn(C)c(C(=O)Nc2cc(C)ccc2OC)c1[N+](=O)[O-],4%,0%,-20%
Cc1nn(C)c(C)c1S(=O)(=O)N1CCCC(C(=O)NCCc2ccc(Cl)cc2)C1 (stereo unspecified),0%,?,-1%
COc1ccc(C)cc1NC(=O)COCC(=O)O,16%,-26%,-13%
COc1ccc(NC(=O)CC2C(=O)N(c3ccc(C)cc3)C(=O)N2Cc2cccnc2)cc1 (stereo unspecified),.,-27%,16%
COc1ccc(C2(NC(C)=O)CCN(C(=O)c3ccco3)CC2)cc1,-8%,2%,2%
CC(=O)Nc1ccc(NS(=O)(=O)Cc2ccccc2)cc1,-7%,-15%,-9%
Cc1ccc(NC(=O)CCn2c(=O)c3cccn3c3ccccc32)c(C)c1,0%,?,4%
CC1CC2(C)Oc3ccccc3C3OCC1(CO)C(C)C32 (stereo unspecified),-5%,-7%,4%
# The listing continues:
SMILES,N370S GC,DT40 TDP1 CPT,FEN1 inh
COc1cccc(N2CC(NC(=O)C(c3ccccc3)c3ccccc3)CC2=O)c1 (stereo unspecified),.,?,-13%
Cc1cccc(-c2nnn3c2nc(NCc2ccccc2)c2ccccc23)c1,.,?,6%
O=C1CSC(=Nc2cccc(Cl)c2Cl)N1,-5%,-4%,-4%
Cc1ccc2c(CNCc3cccs3)c(C(=O)O)n(Cc3ccc(F)cc3)c2c1,.,6.5µM*,0%
CCCCC(CC)CNC(=O)CCCc1nnc2n(CCC)c(=O)c3sccc3n12 (stereo unspecified),.,21µM*,-9%
Cc1ccnc(NC(=O)CCN2C(=O)c3ccccc3S2(=O)=O)n1,-7%,-2%,-1%
Cc1ccccc1-n1c(=O)c2ccccc2n2c(=O)[nH]nc12,5%,-2%,-10%
O=C(CCS(=O)(=O)c1ccccc1)Nc1ccc(-c2nc3ccccc3s2)c(O)c1,0%,7%,8%
O=C(Nc1ccc(S(=O)(=O)Nc2ncccn2)cc1)C(F)(F)F,2%,-9%,4%
O=C(COc1ccc(-n2cnnn2)cc1)NC(=O)NCc1ccccc1,7%,-23%,0%
N#Cc1nc(COc2ccc(F)cc2)oc1N1CCCCC1,28%,6%,-6%
O=C1Nc2cc(Cl)c(Cl)cc2N(O)N1c1cc(Cl)cc(Cl)c1,9%,-23%,-17%
COc1cccc(CN(C)C(=O)c2ccc(OCC(=O)Nc3cccc(C(F)(F)F)c3)c(OC)c2)c1,-10%,10µM*,-1%
COc1ccc(N2CCN(C(c3cccs3)C(C)NS(=O)(=O)c3ccccc3)CC2)cc1 (stereo unspecified),18%,21µM*,-4%
CCN(Cc1ccccc1)C(=O)c1cccc(OC2CCN(C(=O)C3CC3)CC2)c1,-8%,?,2%
CCOC(=O)c1ccccc1NC(=O)CSc1nnc(COc2ccccc2C)n1C,3%,?,0%
COc1cccc(Cn2cnc3c(NS(=O)(=O)c4ccc(Cl)cc4Cl)c(C)c(C)cc32)c1,-4%,?,-4%
O=C(Cn1cc(C(F)(F)F)ccc1=O)N/N=C/c1cccc(Cl)c1,9%,-12%,8%
COc1ccccc1N1CCN(C(=O)CCS(=O)(=O)c2ccc3c(c2)NC(=O)C(C)S3)CC1 (stereo unspecified),-10%,?,23%
Cc1cc(C)cc(NC(=O)CCS(=O)(=O)c2cc3c4c(c2)CCN4C(=O)CC3)c1,.,-13%,9%
CCn1c(=O)c2c(nc3n2CCCN3Cc2ccccc2)n(C)c1=O,-7%,-27%,-16%
COc1ccc(/C=C/c2nc(N)nc(-c3ccccc3O)n2)cc1,-3%,3%,-2%
COCc1cc(=O)n2[nH]c(-c3ccc(C)cc3)cc2n1,6%,-29%,-14%
S=c1[nH]nc(Nc2ccc(Cl)cc2)s1,?,0%,-10%
Cc1sc2ncnc(OCC(=O)N3CCN(C(=O)c4ccco4)CC3)c2c1C,?,-5%,18%

# Reformatted with two lines to a compound: 5 of the compounds above.
# Results follow in this order: N370S GC | DT40 TDP1 CPT | FEN1 inh
Cc1cc(C)cc(NC(=O)CCS(=O)(=O)c2cc3c4c(c2)CCN4C(=O)CC3)c1
  . | -13% | 9%
COc1cccc(Cn2cnc3c(NS(=O)(=O)c4ccc(Cl)cc4Cl)c(C)c(C)cc32)c1
  -4% | ? | -4%
CCN(Cc1ccccc1)C(=O)c1cccc(OC2CCN(C(=O)C3CC3)CC2)c1
  -8% | ? | 2%
CCOC(=O)c1ccccc1NC(=O)CSc1nnc(COc2ccccc2C)n1C
  3% | ? | 0%
COc1cccc(CN(C)C(=O)c2ccc(OCC(=O)Nc3cccc(C(F)(F)F)c3)c(OC)c2)c1
  -10% | 10µM* | -1%

# Structural class: those above containing an aryl thioether with sulfur outside any ring
SMILES,N370S GC,DT40 TDP1 CPT,FEN1 inh
CCN(CC)S(=O)(=O)c1cccc(-c2nnc(SCCOc3ccccc3)o2)c1,-13%,16µM*,4%
CCc1ccc(NC(=O)c2cnc(SC)nc2C)cc1,-1%,?,3%
CSc1ccccc1NS(=O)(=O)c1ccccc1,-18%,-3%,-1%
CCOC(=O)c1ccccc1NC(=O)CSc1nnc(COc2ccccc2C)n1C,3%,?,0%

# Other records follow.
SMILES,N370S GC,DT40 TDP1 CPT,FEN1 inh
CC(c1nnc(SCC(=O)c2c(N)n(C3CC3)c(=O)[nH]c2=O)n1-c1ccc(F)cc1)N(C)C (stereo unspecified),.,4%,21%
O=C(OCC(=O)N1CCCC1)c1c2c(nc3ccccc13)CCCCC2,0%,?,-15%
O=c1c(C=Nc2ccc(Cl)cc2)c[nH]n1-c1cccc(Cl)n1,5%,-7%,-5%
CC1(C)NC(=O)N(CC(O)COc2cc3ccccc3cc2C(=O)N2CCCCC2)C1=O (stereo unspecified),8%,4%,10%
CCOc1ccc(NS(=O)(=O)c2ccc(C(=O)NCCN3CCOCC3)cc2)cc1,-1%,-14%,8%
Cc1ccc(OCC(=O)N2CCCCCCC2)cc1C,-8%,-4%,6%
COc1ccc(CC(=O)NNS(=O)(=O)c2ccc(F)cc2)cc1OC,17%,-16%,1%
C/C(=N\NC(=O)CNc1ccc(F)cc1)c1cc2ccccc2o1,19%,8%,-11%
CCOc1ccc(NC(=O)CSc2nnc(-c3ccccn3)n2C)cc1,13%,-21%,-15%
COC(=O)c1ccc(N/N=C/c2cc([N+](=O)[O-])cc(OC)c2O)cc1,-14%,-19%,-17%
O=C(Nc1ccccc1)N(Cc1ccc(Cl)cc1)CC(O)C(F)(F)F (stereo unspecified),0%,?,-15%
COc1ccccc1C1CC(=O)N(c2cccc(C(F)(F)F)c2)C2=C1C(=O)OC2 (stereo unspecified),.,8.2µM*,-15%
CCN(C(=O)CSc1nnc(-c2ccc(OC)cc2)n1N)c1c(N)n(Cc2ccccc2)c(=O)[nH]c1=O,.,-4%,-1%
CC1=C(C(=O)OC(C)(C)C)C(c2ccc3ccccc3c2)NC(=O)N1C (stereo unspecified),2%,2%,-23%
O=C(CN1C(=O)C2CC=CCC2C1=O)N1CCN(c2ccc([N+](=O)[O-])cc2)CC1 (stereo unspecified),-12%,?,15%
COc1ccc(S(=O)(=O)NCc2cccnc2)cc1NC(=O)c1ccccc1,1%,-6%,4%
Cc1ccc(-c2csc(N/N=C/c3ccco3)n2)cc1,3%[12.8 µM],?,-4%
COc1ccc(-n2c(N)cc(=O)nc2SCC(=O)N2CCN(c3ccccc3)CC2)cc1,-6%,-8%,6%
CCOc1cc2[nH]c(=S)n(CCN3CCC(C)CC3)c(=O)c2cc1OCC,.,-25%,2%
CC(=O)N1CCOc2ccc(S(=O)(=O)N3CCCC(C)C3)cc21 (stereo unspecified),20%,4%,-7%
CCN(CC)C(=O)Cn1c(SCC(=O)Nc2ccc(F)cc2)nc2ccccc21,.,?,1%
Nc1nc(CSc2nnnn2-c2ccc(Cl)cc2)nc(N2CCOCC2)n1,6%,-17%,1%
COc1cccc(C(CC(=O)O)NS(=O)(=O)c2ccc3c(c2)N(C(C)=O)CC(C)O3)c1 (stereo unspecified),-1%,-1%,18%
COC(=O)CCCC1=CC2=C(c3ccccc3)C(=O)C(C)(OC(=O)C3CCCC3)C(=O)C2=CN1CC(C)C (stereo unspecified),9%[12.8 µM],-66%,8%
CCOC(=O)c1c(NC(=O)c2nc(SC(C)C)ncc2Cl)sc2c1CCCC2,.,5%,1%
CCCCOc1cccc(C2/C(=C(\O)c3ccc4c(c3)OCCO4)C(=O)C(=O)N2CCN2CCOCC2)c1 (stereo unspecified),?,?,-9%
O=C(CCCc1ccccc1)NCCS(=O)(=O)N1CCN(c2ccc(F)cc2)CC1,-7%,?,-1%
COc1ccccc1NC(=O)C(=O)NCCC1CCCCN1S(=O)(=O)c1ccccc1 (stereo unspecified),-7%,?,-6%

# An excerpt. The share of hits here may be higher or lower than overall.
